From PubChem
PAFAH1B2 inh = inhibitors of human PAFAH1B2 | P68402 | recombinant PAFAH1B2, FP-rhodamine activity probe, fluorescence polarization | inhibition, % at 3.39 µM | 340,000 tested, 1.2% active | AID 492953;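 active = inhibition above the mean of all tested compounds plus 3 SD, cut at about 24% in these data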;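 note: 0% = enzyme with DMSO and 100% = wells lacking PAFAH1B2; many of its hits are not listed in these tables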
Target sequence (P68402 whole entry, looked up): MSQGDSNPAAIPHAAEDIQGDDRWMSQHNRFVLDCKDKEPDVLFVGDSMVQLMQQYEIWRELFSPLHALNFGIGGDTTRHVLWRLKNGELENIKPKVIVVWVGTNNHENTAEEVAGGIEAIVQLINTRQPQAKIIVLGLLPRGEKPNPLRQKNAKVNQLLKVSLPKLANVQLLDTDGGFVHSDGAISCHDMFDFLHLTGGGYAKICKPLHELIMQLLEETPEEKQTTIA
MEX-5 binding = C. elegans MEX-5 TCR-2 RNA binding activity; activity score (negative = inhibition of binding), % at 10 µM; MEX-5/FITC-TCR2 RNA binding, fluorescence polarization; stronger effect = lower value; AID 1832; 300,000 tested, 0.38% active;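 active = inhibition past about -25% in most replicates, and total fluorescence under double the plate's negative control median, limit read from the data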;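 note: 0% = DMSO and -100% = 5 µM competing unlabeled TCR2 RNA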
PME-1 primary = blocks human protein phosphatase methylesterase 1; Q9Y570; 320,000 tested, 0.53% active; recombinant PME-1, FP-Rh probe fluorescence polarization; inhibition, % at 5.9 µM;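 active = inhibition above the campaign mean of all compounds plus 3 SD, cut at about 26% in these data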;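 note: competitive labeling of PME-1 active site by serine hydrolase directed probe; 0% = PME-1 with DMSO and 100% = wells lacking PME-1 enzyme; inhibitors block probe labeling so polarization falls and inhibition rises; many of its hits are not listed in these tables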
BCLXL inh = Bcl-xL (human) inhibition; inhibition, % at 10.9 µM; AID 2129; GST-Bcl-xL / FITC-Bim BH3 peptide fluorescence polarization; 320,000 tested, 0.7% active;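 active = inhibition above the mean of all tested compounds plus 3 SD, cutoff set per campaign, cut at about 30% in these data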;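 note: 0% = DMSO wells and 100% = unlabeled Bim-BH3 peptide competitor; inhibitors lower millipolarization by displacing the labeled peptide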
pPAFAH inh = inhibitors of human plasma PAF acetylhydrolase (pPAFAH); Q13093; recombinant pPAFAH, FP-rhodamine probe fluorescence polarization; inhibition, % at 3.39 µM; 330,000 tested, 1.5% active;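 active = inhibition above the mean inhibition across the screen plus 3 SD, cut at about 25% in these data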;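 note: inhibitors block binding of the rhodamine activity-based probe so polarization drops; 0% = enzyme with DMSO and 100% = wells lacking pPAFAH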
MCL1 BIM primary = inhibitors of human MCL1 binding to BIM-BH3 peptide; inhibition, % at 10.9 µM; GST-MCL1 / FITC-Bim-BH3 fluorescence polarization; 320,000 tested, 0.68% active;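 active = inhibition above the mean inhibition of all tested compounds plus 3 SD, set per campaign, cut at about 40% in these data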;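 note: 0% = DMSO wells and 100% = unlabeled Bim-BH3 peptide control; higher means more loss of mP so more displacement of Bim peptide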
AHR act = activates the human aryl hydrocarbon receptor; P35869; 320,000 tested, 2.5% active; AHR-responsive luciferase reporter cells, luminescence; activation, % at 5 µM; in the data active = activation above about 47%;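 note: 0% = vehicle wells and 100% = reference agonist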
Target sequence (P35869 whole entry, looked up): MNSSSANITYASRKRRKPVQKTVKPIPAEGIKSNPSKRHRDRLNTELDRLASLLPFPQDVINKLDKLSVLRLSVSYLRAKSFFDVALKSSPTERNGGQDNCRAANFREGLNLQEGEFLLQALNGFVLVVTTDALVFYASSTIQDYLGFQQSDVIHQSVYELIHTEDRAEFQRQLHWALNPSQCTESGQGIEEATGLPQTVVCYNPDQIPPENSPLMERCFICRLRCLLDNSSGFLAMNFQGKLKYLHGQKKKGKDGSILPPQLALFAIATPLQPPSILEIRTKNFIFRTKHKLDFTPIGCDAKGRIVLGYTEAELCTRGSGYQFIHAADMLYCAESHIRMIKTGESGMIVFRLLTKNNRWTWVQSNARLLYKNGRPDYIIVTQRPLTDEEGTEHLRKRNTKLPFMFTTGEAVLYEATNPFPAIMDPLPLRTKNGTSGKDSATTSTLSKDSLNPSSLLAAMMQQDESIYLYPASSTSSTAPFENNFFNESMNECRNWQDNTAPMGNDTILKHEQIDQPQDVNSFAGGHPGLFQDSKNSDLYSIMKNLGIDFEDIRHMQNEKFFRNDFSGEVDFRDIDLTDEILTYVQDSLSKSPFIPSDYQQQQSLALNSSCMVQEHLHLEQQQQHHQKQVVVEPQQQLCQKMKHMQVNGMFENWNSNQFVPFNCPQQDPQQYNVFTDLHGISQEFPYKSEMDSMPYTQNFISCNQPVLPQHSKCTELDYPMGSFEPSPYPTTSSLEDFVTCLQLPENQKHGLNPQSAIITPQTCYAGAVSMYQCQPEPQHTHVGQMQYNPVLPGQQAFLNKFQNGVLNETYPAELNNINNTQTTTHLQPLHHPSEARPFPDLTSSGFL
Fam108B counter = Fam108B inhibition, counter-screen for RBBP9 inhibitors. recombinant Fam108B, FP-Rh probe fluorescence polarization. inhibition, % at 9.51 µM. 300,000 tested, 0.33% active;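 active = inhibition above the screen mean inhibition plus 3 SD, computed separately per campaign, cut at about 18% in these data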;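 note: inhibitors lower polarization as less probe binds the enzyme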
GLD-1 TGE inh = GLD-1-TGE RNA interaction inhibition (C. elegans); Q17339; 320,000 tested, 0.44% active; inhibition, % at 5.96 µM; purified GLD-1 + fluorescein TGE RNA, fluorescence polarization;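 active = percent inhibition above a per-plate cutoff, the plate mean of test compounds plus 3 SD, cut at about 30% in these data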;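 note: 0% = DMSO wells with GLD-1 and probe and 100% = wells lacking GLD-1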
Active calls of the source: *; . = no result given.

structure	PAFAH1B2 inh	MEX-5 binding	PME-1 primary	BCLXL inh	pPAFAH inh	MCL1 BIM primary	AHR act	Fam108B counter	GLD-1 TGE inh
COc1ccccc1/C=C/C=N/n1c(-c2ccc(F)cc2)n[nH]c1=S	.	-1.5	8.2	-12.0	15.7	-4.5	20.2	-0.5	4.5
Cc1ccc(SCC(=O)OCC(=O)NCCNC(=O)COC(=O)CSc2ccc(C)c(C)c2)cc1C	11.5	-0.7	2.0	2.7	19.3	-4.6	-1.4	-2.5	9.7
CCN(C(=O)Cn1cnc2ccccc2c1=O)C1CCS(=O)(=O)C1 (stereo unspecified)	0.3	-1.1	4.1	3.4	-1.4	4.8	-2.4	-0.6	3.2
CCN(CC(=O)NC(=O)NCc1ccccc1)Cc1nc2ccccc2c(=O)[nH]1	2.0	1.2	4.9	-7.2	2.1	-0.2	0.8	-2.3	-13.4
Cc1cc(C)cc(NC(=S)NCc2ccc(F)cc2)c1	3.7	-1.3	7.5	3.5	0.3	4.2	4.3	2.1	2.7
Cc1ccc(-n2cc(CN3CCN(Cc4nccn4C)CC3)c(-c3cccc(C)c3)n2)cc1	1.8	2.1	-1.0	0.4	-5.3	-0.9	-3.2	-1.1	0.5
Cc1cccc(C(C)C)c1NC(=O)COC(=O)CNS(=O)(=O)c1ccccc1	2.5	-0.9	1.8	1.0	14.7	1.5	-0.8	-1.7	7.1
Cc1cc(OCc2cc(C(=O)N(C)CCOc3ccccc3)no2)cc(C)c1Cl	-4.8	-3.5	-5.0	3.1	1.1	-1.0	2.4	-2.7	-6.9
NC(=O)C1(S(=O)(=O)c2ccccc2)CCCCC1	4.2	0.4	-1.1	-1.6	2.6	1.2	1.3	-6.6	-3.9
CCn1c(SCC(=O)NC(C)C)nnc1-c1cccs1	1.4	1.1	0.8	-0.8	5.1	-0.4	-1.3	2.8	-0.7
Cc1nnc(NC(=O)c2cc(S(=O)(=O)N(C)C)ccc2N2CCCC2)s1	6.3	.	0.5	1.3	3.2	-0.2	-0.2	.	0.8
COc1cccc(CNC(=O)C2CCN(S(=O)(=O)N3CC(C)CC(C)C3)CC2)c1 (stereo unspecified)	11.3	1.3	5.5	3.2	3.7	-1.3	0.1	-0.4	0.5
C=CCn1c(Cc2cccs2)nnc1SCC(=O)c1ccc2ccccc2c1	6.8	-0.5	-3.9	-0.7	7.9	-9.3	-9.0	-4.3	4.4
Cc1ccc(S(=O)(=O)CCC(=O)OCC(=O)N2c3ccccc3NC(=O)C2(C)C)cc1	29.9*	1.2	-0.4	3.3	7.7	5.6	1.6	1.5	7.4
CN=C(Nc1ccc(C)c(C)c1)SC1CC(=O)N(c2ccc(OC)cc2)C1=O (stereo unspecified)	-1.1	1.1	3.7	-3.2	0.9	1.4	2.1	2.5	0.1

The last 2 entries of the section above open the next one:
structure	PAFAH1B2 inh	MEX-5 binding	PME-1 primary	BCLXL inh	pPAFAH inh	MCL1 BIM primary	AHR act	Fam108B counter	GLD-1 TGE inh
Cc1ccc(S(=O)(=O)CCC(=O)OCC(=O)N2c3ccccc3NC(=O)C2(C)C)cc1	29.9*	1.2	-0.4	3.3	7.7	5.6	1.6	1.5	7.4
CN=C(Nc1ccc(C)c(C)c1)SC1CC(=O)N(c2ccc(OC)cc2)C1=O (stereo unspecified)	-1.1	1.1	3.7	-3.2	0.9	1.4	2.1	2.5	0.1
CCN(CC)c1c(-c2ccccc2)c2cc(C)ccc2[nH]c1=O	-3.0	1.6	-3.6	4.3	-2.6	4.7	5.3	2.5	-4.3
COc1cc(S(=O)(=O)Nc2ccccn2)ccc1F	2.5	-3.4	-2.1	-2.4	-4.1	0.9	7.7	0.0	-2.3
C[C@H](NC(=O)c1[nH]cnc1C(=O)Nc1ccon1)c1ccccc1	15.2	.	-1.7	6.0	1.3	1.1	15.1	.	0.3
O=C1CC(c2ccccc2)CN1C(=O)c1cccnc1 (stereo unspecified)	2.6	2.6	-3.8	5.4	1.5	-2.0	4.3	-0.5	-0.2
O=C(Nc1ccccc1)c1ccc(S(=O)(=O)N2CCCC2)cc1	3.1	3.2	-2.7	4.2	-1.5	-12.8	5.8	-2.8	0.6
CCOc1ccc(NC(=O)CC2SC(N)=NC2=O)c([N+](=O)[O-])c1 (stereo unspecified)	3.5	-2.4	-4.4	5.5	1.1	1.4	1.5	-1.4	-1.1
C=CCN(C1CCCCC1)S(=O)(=O)c1ccc2c(c1)oc(=O)n2C	15.2	0.6	0.2	-2.1	-7.1	3.4	2.9	3.1	3.5
CC1(C)CC(NC(=O)CCc2nnc(CCCCc3ccccc3)o2)CCO1 (stereo unspecified)	6.3	3.9	-1.1	1.0	1.4	-8.2	-0.7	-1.9	2.8
CCN1CCN(C(=S)c2ccc([N+](=O)[O-])cc2)CC1	6.1	1.6	2.4	5.0	2.0	5.6	1.8	4.2	0.8
Cc1ccc(C)c(NC(=O)C2CC=CCC2C(=O)O)c1 (stereo unspecified)	2.6	1.2	5.0	8.3	-2.6	1.6	3.5	3.3	-7.7
COc1cc(C(=S)N2CCOCC2)cc(OC)c1OS(=O)(=O)c1ccc(C)cc1	2.0	-0.4	0.3	10.5	2.4	8.9	-1.6	-2.8	5.7
CCN(CC)S(=O)(=O)c1ccc(N2CCCCC2)c(NC(=O)C2CCN(C(=O)c3ccc(F)cc3)CC2)c1	3.8	1.0	5.2	-0.4	5.8	-1.9	4.2	1.2	-1.7
O=C(COc1ccc(Cl)cc1Br)N1CCN(c2ccccc2)CC1	3.5	-0.2	11.1	2.1	4.1	-1.1	1.6	-3.4	0.1
O=C(/C=C/c1cccc([N+](=O)[O-])c1)N1CCN(Cc2ccc3c(c2)OCO3)CC1	0.7	3.6	-6.9	8.5	3.6	1.8	0.6	2.9	0.6
Cc1cccc(N(C)c2cc(C)nc3ncnn23)c1	4.9	-3.2	3.5	2.0	-2.1	4.3	3.6	-2.2	-12.6
O=c1onc(-c2ccc(Cl)cc2)n1Cc1ccc(F)cc1	20.3	0.8	-3.5	5.0	1.8	2.4	7.0	3.5	2.7
O=C(c1ccc(Cl)cc1)c1oc2ccccc2c1CS(=O)c1ccc(Cl)cc1 (stereo unspecified)	14.3	1.5	0.3	-2.2	6.1	-3.4	2.9	0.6	2.9
CC(=O)Oc1ccc2c(c1)OC(c1ccccc1)CC21CC(C)(C)NC(=O)N1 (stereo unspecified)	5.9	-0.6	8.4	4.9	-2.2	10.5	-1.5	7.4	0.0
CCn1cc(C(=O)N2CCCC(N3CCN(c4ccccc4C)CC3)C2)cn1 (stereo unspecified)	-5.2	-0.9	-2.9	8.9	0.4	10.2	0.8	3.4	3.8
O=C(c1ccccc1-c1nc(-c2ccccc2)no1)N1CCCC1	4.0	0.2	2.6	7.3	1.5	1.1	30.9	3.5	7.8
Cc1ccc(C(=O)NNC2CC(=O)N(c3ccc4c(c3)OCCO4)C2=O)cc1 (stereo unspecified)	5.6	-0.7	0.5	4.2	-0.9	1.8	6.1	-3.7	3.9
CC1CN=C(N(C(=S)Nc2ccccc2)c2cccc(C(F)(F)F)c2)S1 (stereo unspecified)	.	2.1	-4.5	8.1	-4.3	10.9	4.8	0.8	3.6
CC(NS(=O)(=O)c1ccc2[nH]c(=O)c(=O)[nH]c2c1)C(=O)O (stereo unspecified)	3.0	-3.1	-1.4	1.5	-1.9	1.9	-1.2	-3.5	-3.4
O=C(CSc1nnc(SCc2ccc(F)cc2)s1)Nc1ccc(C(=O)O)cc1	10.6	-1.2	-1.5	-2.2	-3.2	17.2	-0.6	-1.9	-5.9
Cc1cc2nn(-c3ccc(Cl)cc3)nc2cc1N	-1.0	0.7	1.1	-4.4	6.5	-4.0	80.5*	3.2	4.7
CC(=O)Nc1ccc(C(=O)N(C)C(C(=O)Nc2ccccc2)c2ccccn2)cc1 (stereo unspecified)	-5.0	1.8	-7.5	-4.5	5.1	-5.1	-0.7	0.8	3.6
O=C(COc1ccc(Cl)cc1Cl)c1ccc[nH]1	1.0	-2.9	-2.0	-0.9	11.2	-0.1	10.2	-0.3	2.5
CCOC(=O)N1CCC(N2C(=O)c3ccccc3C2Nc2cc(C(=O)OC)cc(C(=O)OC)c2)CC1 (stereo unspecified)	-5.9	2.0	21.0	5.3	-1.1	0.0	0.1	-1.7	-1.5
O=C(Nc1ccccn1)c1cc2ccccc2cc1O	6.9	1.0	-0.2	-1.6	9.2	1.9	68.3*	3.9	17.1
COC(=O)Cc1cc(=O)n2[nH]c(C)cc2n1	0.8	-1.6	-5.5	7.5	2.7	4.3	0.5	-1.9	-2.6
CCOC(=O)c1nnn(-c2nc(OC)nc(N3CCCC3)n2)c1-c1ccccc1	2.4	-1.5	1.8	9.1	2.5	9.6	1.2	-4.9	5.2
CC(C)NC(=O)CCCc1c[nH]c2ccccc12	6.2	-3.7	-3.1	3.2	-8.6	5.5	7.9	-1.1	-2.5
Cc1c(Cl)cccc1NC(=O)Nc1c(C)n(C)n(-c2ccccc2)c1=O	5.3	0.2	-1.8	6.3	5.4	6.2	6.6	4.2	5.8
CC(C1CCN(Cc2cn(C)nc2-c2cccc(Cl)c2)CC1)N1CCOCC1 (stereo unspecified)	5.0	0.8	-0.1	2.2	3.0	0.6	9.0	-1.6	1.0
Cc1occc1C(=O)N1CCN(Cc2ccccc2)CC1	-4.5	-0.7	-2.6	11.8	3.7	16.6	2.7	1.9	9.6
Cc1ccc(N2C(=O)C(CN3CCCC3)C2c2ccccc2)cc1 (stereo unspecified)	-4.9	0.7	1.1	5.8	-2.5	8.6	1.9	-4.2	2.1
COC(=O)c1ccc(NC(=O)Cn2c(-c3nonc3N)nc3ccccc32)cc1	-1.3	-3.6	-12.9	-3.7	-0.8	-14.6	-2.3	-16.6	-2.2
CCN(C(=O)COC(=O)c1[nH]c(=O)[nH]c(=O)c1N)c1ccccc1	2.5	1.2	-2.6	3.6	-6.1	0.1	-0.4	0.8	0.4
S=C(NCCCCNC(=S)NCc1ccccc1)NCc1ccccc1	4.2	-1.7	-2.9	3.1	0.9	2.2	-1.4	1.1	8.5
FC(F)(F)c1ccccc1/C=N/Nc1ccccn1	0.7	0.9	7.6	9.5	2.6	3.1	21.7	-4.8	0.6
C=CCNS(=O)(=O)c1cccc2cc(C(=O)O)c(O)cc12	3.4	-3.5	6.4	13.7	5.2	97.3*	5.5	-4.4	9.2
CC(C)=CCSc1nnc([C@@H](NC(=O)OC(C)(C)C)C(C)C)o1	7.5	2.8	1.9	0.2	1.4	-4.5	-1.6	-2.5	1.1
CCN(C(=O)CSc1cc(C)c2ccc(OC)cc2n1)C1CCS(=O)(=O)C1 (stereo unspecified)	0.9	-7.7	0.3	4.6	-7.0	6.5	3.8	-5.3	-1.5
O=S(=O)(c1ccc2c(c1)OCO2)N1CCN(c2nnnn2-c2ccccc2)CC1	1.6	0.3	5.2	-0.4	4.6	2.6	0.1	-2.1	5.7
NNC(=O)c1ccc(Cn2cc(Br)cn2)cc1	1.2	0.9	-9.4	1.9	-1.2	5.2	16.2	3.7	0.2
O=c1nc2ccccc2c2n1CC(CN1CCN(C(c3ccccc3)c3ccccc3)CC1)N2 (stereo unspecified)	-1.6	-0.1	-2.8	5.8	4.0	-2.7	0.0	-3.6	4.2
Cc1ccc(C(=O)NCC2CCCN2S(=O)(=O)c2ccc(C)cc2)cc1 (stereo unspecified)	3.1	-4.0	6.6	5.7	0.4	9.2	3.0	1.0	4.2

A portion of the library; rates above refer to the full screens.
